Screening results as filed in PubChem.
beta cell repl = inducers of MIN6 beta-cell proliferation, primary screen, ATP luminescence, uHTS; proliferation, % at 10 µM; hit rate 0.29% among 330,000; MIN6 cells proliferation, ATPlite luminescence, 48 h; cells starved in 0.2% serum; 100% = growth in 10% serum;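 active means compounds whose signal lies at least 3.5 SD above the mean of all wells on their plate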;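 further: 0% = DMSO-treated cells in low-serum medium and 100% = 10% serum control; some compounds called inactive have numbers as strong as hits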
MPTP block = mitochondrial permeability transition pore inhibitors, primary screen, biochemical, isolated mouse mitochondria, absorbance | inhibition, % at 10 µM | hit rate 1.4% among 360,000 | Ca2+ swelling absorbance, 30 min;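 active means inhibition of 50% or more, scaled per plate between neutral and stimulator controls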;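 further: 0% = DMSO wells given calcium and 100% = 1 mM EGTA wells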
NR3A LBD binder = binders of NR3A ligand-binding domain, primary screen, biophysical, differential scanning fluorimetry, uHTS | NR3A LBD differential scanning fluorimetry, Tm shift; 0% = protein alone, 100% = glycine-bound protein | hit rate 2.5% among 340,000 | Glutamate receptor ionotropic, NMDA 3A (GRIN3A) ligand-binding domain | Tm shift relative to glycine control, % at 25 µM;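 active means melting temperature shift of at least 10% of the positive control shift, at one fixed dose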
APOBEC3G inh = APOBEC3G DNA deaminase inhibitors, primary screen, biochemical, fluorescence, single-stranded DNA substrate, uHTS; DNA dC->dU-editing enzyme APOBEC-3G (Homo sapiens), Q9HC16; recombinant A3G, ssDNA deamination FAM/TAMRA fluorescence; inhibition, % at 20 µM; hit rate 0.28% among 330,000;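 active means inhibition of at least 40% at 20 µM, with no more than 30% in the related APOBEC3A deaminase screen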;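 further: plate controls were DMSO wells with A3G for no effect and wells lacking A3G enzyme for full effect; some compounds called inactive have numbers as strong as hits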
A3A deaminase = APOBEC3A ssDNA deaminase inhibitors, primary screen, selectivity assay for APOBEC3G inhibitor project, biochemical, FAM/TAMRA oligo cleavage fluorescence | DNA dC->dU-editing enzyme APOBEC-3A (Homo sapiens), P31941 | AID 493011, 2011 | recombinant A3A, FAM/TAMRA ssDNA deamination fluorescence | inhibition, % at 20 µM | hit rate 0.41% among 330,000;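 active means at least 40% inhibition at 20 µM here, with at most 30% in a related deaminase screen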;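 further: plate controls were A3A with DMSO for no effect and wells lacking A3A enzyme for full effect; some results filed as inactive read as strong as hits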
Target sequence (P31941 whole entry, looked up): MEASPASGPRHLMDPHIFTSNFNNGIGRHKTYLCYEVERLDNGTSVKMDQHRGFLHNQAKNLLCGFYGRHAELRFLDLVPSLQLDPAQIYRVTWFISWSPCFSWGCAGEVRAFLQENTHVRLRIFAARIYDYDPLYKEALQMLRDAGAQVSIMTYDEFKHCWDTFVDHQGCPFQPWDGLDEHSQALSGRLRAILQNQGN
mIAP act = activators of mouse IAP, primary screen, biochemical, luminescence, uHTS; intestinal alkaline phosphatase [Mus musculus]; muIAP, CDP-Star luminescence, 30 min; active compounds read high; 1 = vehicle-only enzyme signal, 0 = enzyme-free wells; activation factor at 10 µM; hit rate 0.24% among 330,000;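 active means activation factor of at least 2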; further: the source names both 10 and 20 µM as test concentration; values of inactives mirror those of a sister screen read the other way
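System: Mouse IAP enzyme | Also added: CDP-Star substrate | Dosing: Compounds dispensed in DMSO | Schedule: 30 min enzyme-substrate-compound incubation at room temperature | Technique: Chemiluminescence readout | Control set: DMSO-only wells and no-enzyme negative control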
mIAP inh = inhibitors of mouse IAP, primary screen, biochemical, luminescence, uHTS | inhibition, % at 10 µM | hit rate 0.2% among 330,000 | purified mouse IAP, CDP-Star luminescence, 30 min | intestinal alkaline phosphatase [Mus musculus] | AID 2806, 2010;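 active means inhibition of at least 40% at 10 µM in the primary screen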;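 further: plate controls were DMSO with enzyme for no effect and no enzyme wells for full effect; values of inactives mirror those of a sister screen read the other way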
hIAP activ = human IAP activators, primary screen, biochemical, luminescence, uHTS; Intestinal-type alkaline phosphatase (Homo sapiens), P09923; purified human IAP, CDP-Star luminescence, 30 min; active compounds read high; 1 = vehicle-only enzyme, 0 = enzyme-free background; activation factor at 10 µM; hit rate 0.16% among 330,000;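 active means activation factor of the enzyme at least 2-fold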; further: the source names both 10 and 20 µM as test concentration; values of inactives mirror those of a sister screen read the other way
Target sequence (P09923 whole entry, looked up): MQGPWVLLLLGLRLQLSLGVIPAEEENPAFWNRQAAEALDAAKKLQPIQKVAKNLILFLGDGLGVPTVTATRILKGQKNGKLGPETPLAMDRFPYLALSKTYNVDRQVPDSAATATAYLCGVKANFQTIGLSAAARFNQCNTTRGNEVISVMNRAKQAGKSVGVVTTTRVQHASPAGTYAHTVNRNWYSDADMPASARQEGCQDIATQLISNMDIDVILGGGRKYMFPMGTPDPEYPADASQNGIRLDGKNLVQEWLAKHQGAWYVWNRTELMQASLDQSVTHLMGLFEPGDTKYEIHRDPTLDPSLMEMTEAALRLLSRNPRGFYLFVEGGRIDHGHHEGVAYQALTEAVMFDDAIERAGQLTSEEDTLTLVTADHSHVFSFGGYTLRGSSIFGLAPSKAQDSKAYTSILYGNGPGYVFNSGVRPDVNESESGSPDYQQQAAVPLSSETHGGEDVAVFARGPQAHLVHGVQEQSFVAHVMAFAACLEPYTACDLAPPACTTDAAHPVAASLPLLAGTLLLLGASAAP
hIAP block = human IAP inhibitors, primary screen, biochemical, luminescence, uHTS; Intestinal-type alkaline phosphatase (Homo sapiens), P09923; purified IAP, CDP-Star luminescence, 30 min; inhibition, % at 10 µM; hit rate 0.12% among 330,000; AID 2544, 2010;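 active means inhibition reaching a set limit with compound at 10 µM in the primary screen, cut at about 35% in these data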;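 further: plate controls were DMSO wells with enzyme for no effect and no-enzyme buffer wells for full effect; values of inactives mirror those of a sister screen read the other way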
The depositor's hits bear a star; nt = no result given.

SMILES	beta cell repl	MPTP block	NR3A LBD binder	APOBEC3G inh	A3A deaminase	mIAP act	mIAP inh	hIAP activ	hIAP block
COc1ccc(NC(=O)NC2CCCCCCC2)c(OC)c1	7	0.2	2	-7	-5	0.99	1	1.1	-8
CCc1ccc(NC(=O)CC2C(=O)Nc3c2c(=O)n(C)c(=O)n3C)cc1 (stereo unspecified)	-1	0.8	-1	-7	-1	1.1	-6	0.94	6
CCOC(=O)C1=C(CN2c3ccccc3CC2C)NC(=O)NC1c1ccccc1 (stereo unspecified)	-4	-1.0	0	-6	-2	0.93	7	0.85	14
O=[N+]([O-])c1ccc(-c2nc3ccc([N+](=O)[O-])cc3[nH]2)cc1	-3	105*	-2	1	-1	0.84	16	1	-1
Nn1c(SCC(=O)NC2CCCCC2)nnc1-c1ccco1	-1	-3.0	1	-4	-2	0.98	2	1	0
Cc1cccc(OCC(=O)NC(=S)Nc2ccccc2N2CCOCC2)c1C	-3	0.0	16*	2	-4	1	-4	1	0
CCOC(=O)c1sc(N)c(C(=O)Nc2ccccc2)c1C	-6	-2.1	2	26	-5	1	0	1	-4
O=C1CSC2=NCN(c3ccc4c(c3)OCO4)CN12	-3	1.8	3	2	-3	0.97	3	0.96	4
COC(=O)c1ccc(-n2c(C)cc(/C=N/n3cnnc3)c2C)cc1	-2	0.1	0	-3	-5	1	0	0.78	22
CC(=O)Nc1cccc(NC(=S)Nc2ccc(F)cc2F)c1	0	2.4	-5	-2	0	1	0	0.82	18
COc1ccc(NC(=O)CN2C(=O)NC(C)(c3ccccc3)C2=O)c(OC)c1 (stereo unspecified)	2	-2.1	-5	-6	-2	0.96	4	1.1	-8
O=C1CC(c2ccccc2)=NN1c1nc(-c2ccccc2)cs1	-6	67*	2	2	-1	0.97	2	0.96	4
CCSCCOC(=O)C1=C(C)NC(=O)NC1c1ccc2c(c1)OCO2 (stereo unspecified)	-3	0.6	0	-7	-4	1.1	-8	0.82	18
Cc1cc(C(=O)Nc2ccncc2)ccc1[N+](=O)[O-]	-2	-0.7	-2	-5	-7	0.98	2	0.86	14
CCOC(=O)C1(CC2CCCCO2)CCN(S(=O)(=O)c2ccccc2)CC1 (stereo unspecified)	-1	-1.1	-1	-4	3	0.93	7	0.98	2
CC(=O)c1cc2c(cc1NC(=O)Cn1nc(-c3ccc(F)cc3)ccc1=O)OCO2	-1	-2.3	-1	-15	-3	1	-4	1.1	-7
CC(Sc1nc(=O)cc(N)n1CCc1ccccc1)C(=O)NCc1ccccc1 (stereo unspecified)	-5	1.0	-2	-4	3	0.98	2	0.87	13
Cc1c(NC(=O)c2ccc(N3C(=O)C4C5C=CC(C5)C4C3=O)cc2)c(=O)n(-c2ccccc2)n1C (stereo unspecified)	-4	0.2	0	-2	2	0.97	2	0.91	9
CCC(C)NCCOc1ccc(C(C)(C)c2ccccc2)cc1 (stereo unspecified)	-5	39	-3	0	-7	1.1	-7	1.1	-12
CC1=C(C(=O)OCC(C)C)C(c2ccccc2Cl)NC(=O)N1C (stereo unspecified)	0	-0.2	-2	0	1	0.86	14	1	-3
O=C(CCN1C(=O)c2ccccc2S1(=O)=O)N1CCN(c2ccccc2F)CC1	2	-1.0	0	-7	-2	1	-5	1.1	-13
COc1ccc(C(=O)c2ccc(Br)cc2)cc1	3	3.2	1	-2	3	0.93	7	0.87	13
O=c1[nH]c(NCc2ccco2)nnc1Cc1ccccc1Cl	-1	2.1	-1	-4	-1	0.85	15	0.81	19
Cc1nc2cc(NC(=O)Nc3ccc(Br)cc3)ccc2o1	-2	82*	34*	1	1	2*	-104	1.1	-12
Cc1[nH]n(-c2ccccc2)c(=O)c1/C=N/NC(=O)c1ccoc1C	0	5.1	-1	-4	0	0.91	9	0.98	2
O=C(CSc1ccc(-c2ccc(Cl)cc2)nn1)Nc1ccc2c(c1)OCCO2	0	3.2	12*	-2	-1	1	0	1	-3
CCn1c(C)c(C(C)=O)c(N2CCCC2)nc1=S	0	0.5	3	1	0	0.99	1	1	-2
Nc1c(C(=O)Nc2ccc3c(c2)OCCO3)nnn1CCc1ccccc1	-3	-1.2	-2	-8	-4	1.1	-12	0.98	2
COc1ccc(-n2c(SCC(=O)N3CCCC(C)C3)nnc2-c2cccnc2)cc1 (stereo unspecified)	1	-3.0	0	2	1	1	0	0.95	5
Nc1ccccc1N=Nc1ccccc1N	-4	-0.2	23*	-4	-2	0.91	9	0.8	20

Given as comma-separated lines: entries from further up.
Structure,beta cell repl,MPTP block,NR3A LBD binder,APOBEC3G inh,A3A deaminase,mIAP act,mIAP inh,hIAP activ,hIAP block
CCn1c(C)c(C(C)=O)c(N2CCCC2)nc1=S,0,0.5,3,1,0,0.99,1,1,-2
CC1=C(C(=O)OCC(C)C)C(c2ccccc2Cl)NC(=O)N1C (stereo unspecified),0,-0.2,-2,0,1,0.86,14,1,-3
CC(=O)c1cc2c(cc1NC(=O)Cn1nc(-c3ccc(F)cc3)ccc1=O)OCO2,-1,-2.3,-1,-15,-3,1,-4,1.1,-7
CC(Sc1nc(=O)cc(N)n1CCc1ccccc1)C(=O)NCc1ccccc1 (stereo unspecified),-5,1.0,-2,-4,3,0.98,2,0.87,13
Nc1c(C(=O)Nc2ccc3c(c2)OCCO3)nnn1CCc1ccccc1,-3,-1.2,-2,-8,-4,1.1,-12,0.98,2

The listing continues.
SMILES	beta cell repl	MPTP block	NR3A LBD binder	APOBEC3G inh	A3A deaminase	mIAP act	mIAP inh	hIAP activ	hIAP block
CN1C(=O)/C(=C/c2cccc(Cl)c2)Sc2ccc(C(=O)N3CCCC3)cc21	-7	nt	2	-6	-4	0.84	16	1.1	-7
Cc1cc(NC(=O)CN2CCN(c3ccccn3)CC2)ccc1Br	0	-0.2	-4	-10	-5	0.99	1	1	-3
COC(=O)C(C)N1C(=O)S/C(=C\c2cc(C)n(-c3ccccn3)c2C)C1=O (stereo unspecified)	-4	3.8	0	-5	4	0.81	19	0.92	8
O=C(CSc1nnc(Cn2c(=O)sc3ccccc32)n1-c1ccccc1)N1CCCC1	-1	-1.2	-1	1	0	0.95	5	1.1	-9
CCOC(=O)c1c(-c2ccccc2)csc1NC(=S)NC	3	9.3	-7	-2	-3	1	0	1.1	-13
Cc1ccc(CNC(=O)CCc2nc(-c3cccs3)no2)cc1	3	0.8	0	1	1	0.97	3	1.1	-8
O=C(C[C@H]1C/C=C\C[C@H](Cc2ccc(F)cc2)C(=O)OC[C@@H]2CCCN2C1=O)N[C@H](CO)Cc1ccccc1	-3	-0.3	-1	-9	-5	1.2	-19	1.3	-28
Cc1c(C(=O)NC(C)c2ccncc2)oc2ccccc12 (stereo unspecified)	-2	-0.9	0	-8	-1	0.94	6	0.74	26
O=C1C(C=Nc2ccc(F)cc2)=C(O)c2ccccc21	-4	-0.3	-1	-2	1	0.99	1	1	0
O=C(OCC(=O)N1CCCC1)c1ccccc1C(=O)c1ccccc1	8	-0.9	0	4	5	1	0	1.1	-9
Cc1cc2oc(C(=O)Nc3ccc(S(=O)(=O)N4CCCC(C)C4)cc3)cc(=O)c2cc1Cl (stereo unspecified)	-4	73*	14*	-7	-3	1	-3	1	0
COc1ccccc1NCC(=O)N/N=C/c1cccnc1	1	-3.1	0	-6	-4	0.81	19	0.95	5
COc1ccc(C2C3=C(CC(C)(C)CC3=O)OC(N)=C2[N+](=O)[O-])cc1 (stereo unspecified)	-3	2.5	1	-11	0	0.98	2	0.92	8
O=C(c1cc(-c2ccco2)nc2ccccc12)N1CCN(Cc2ccccc2)CC1	-4	-2.5	0	0	1	0.87	13	1.1	-8
O=C(Nc1nc(-c2ccc(Oc3ccccc3)cc2)cs1)C1=COCCO1	0	2.5	-3	-4	-1	0.95	5	0.93	7
CCOC(=O)C1=C(C)NC(C)=C(C(=O)OCC)C1C(=O)OCC(=O)NC1(C#N)CCCCC1	0	-0.7	-2	-2	-6	1	-4	1	-4
O=C(CCN1C(=O)c2ccccc2C1=O)N1CCCCCC1	0	-1.9	1	0	3	0.9	10	0.9	10
Cc1ccc(NC(=O)c2cc(NC(=O)CCCC(=O)O)ccc2Cl)cc1Cl	0	-0.3	0	-8	-4	1	-1	0.95	5
COc1ccc(NS(=O)(=O)c2ccc3c(c2)NC(=O)CC(=O)N3)cc1OC	3	0.1	-1	-5	-3	1	-4	1.1	-8
O=C1CCCCCCCN1Cc1ccccc1	-3	1.7	1	-12	-7	1.1	-9	0.94	6
Cc1ccc(N=Nc2[nH]c3ccccc3c2O)cc1	-1	2.6	0	22	63*	0.84	16	0.86	14
COc1ccccc1OCC#CCNC1CCCCC1C (stereo unspecified)	-4	-2.7	-2	-4	-3	1.1	-11	1.1	-15
COc1ccc(C(C)(C)C)cc1NC(=O)C1CCCO1 (stereo unspecified)	10	0.3	-1	36	1	0.91	9	0.92	8
CCn1nnnc1-c1ccc(OC)c(S(=O)(=O)Nc2ccc(OC)cc2)c1	-2	0.2	7	-1	4	1.1	-8	1.1	-11
COc1ccccc1-n1ccnc1SCC(=O)NCc1ccco1	2	1.2	1	-2	2	1.1	-5	1.1	-8
COC(=O)CN1C(=S)N(c2ccc(OC)cc2)C(=O)/C1=C/c1ccc(OC)cc1	0	1.5	-4	-5	-6	0.88	12	0.96	4
O=C(NCCO)NC(=S)c1ccccc1	-2	-0.7	2	-4	-1	0.97	3	0.86	14
CN(C)c1ccc(/C=N\S(=O)(=O)c2ccccc2)cc1	-3	5.6	-4	-8	-7	1.1	-9	0.96	4

Single records, from the list above. Screens in order: beta cell repl	MPTP block	NR3A LBD binder	APOBEC3G inh	A3A deaminase	mIAP act	mIAP inh	hIAP activ	hIAP block
CC(=O)Nc1cccc(NC(=S)Nc2ccc(F)cc2F)c1 is listed as 0	2.4	-5	-2	0	1	0	0.82	18
COc1ccc(NS(=O)(=O)c2ccc3c(c2)NC(=O)CC(=O)N3)cc1OC is listed as 3	0.1	-1	-5	-3	1	-4	1.1	-8
COc1ccc(NC(=O)NC2CCCCCCC2)c(OC)c1 is listed as 7	0.2	2	-7	-5	0.99	1	1.1	-8
CCOC(=O)c1sc(N)c(C(=O)Nc2ccccc2)c1C is listed as -6	-2.1	2	26	-5	1	0	1	-4
CCC(C)NCCOc1ccc(C(C)(C)c2ccccc2)cc1 (stereo unspecified) is listed as -5	39	-3	0	-7	1.1	-7	1.1	-12

Hits appear at their usual frequency (roughly 5% active in at least one column).
